DSG3 Ab inh: blocks pemphigus antibody binding to human desmoglein-3; P32926; DSG3-coupled beads, scFv-anti-DSG3-GFP binding, flow cytometry; active compounds read low; binding (percent of control), % at 10 µM; 310,000 tested, 0.48% active;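 active = binding more than 3 SD below its plate's average and above zero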;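 note: hits lower antibody fragment binding to DSG3; some compounds called inactive have numbers as strong as hits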
SR-BI HDL uptake: blocks mouse SR-BI lipid uptake from DiI-HDL. Q61009. ldlA[mSR-BI] CHO cells, DiI-HDL uptake fluorescence, 3 h. inhibition, % at 12.5 µM. 320,000 tested, 0.96% active. AID 488896;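 active = mean replicate inhibition of at least 70% and a set share of replicates each scoring 70 or more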;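 note: 0% = median of neutral control wells and 100% = median of positive control wells; values of inactives mirror those of a sister screen read the other way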
Target sequence (Q61009 whole entry, looked up): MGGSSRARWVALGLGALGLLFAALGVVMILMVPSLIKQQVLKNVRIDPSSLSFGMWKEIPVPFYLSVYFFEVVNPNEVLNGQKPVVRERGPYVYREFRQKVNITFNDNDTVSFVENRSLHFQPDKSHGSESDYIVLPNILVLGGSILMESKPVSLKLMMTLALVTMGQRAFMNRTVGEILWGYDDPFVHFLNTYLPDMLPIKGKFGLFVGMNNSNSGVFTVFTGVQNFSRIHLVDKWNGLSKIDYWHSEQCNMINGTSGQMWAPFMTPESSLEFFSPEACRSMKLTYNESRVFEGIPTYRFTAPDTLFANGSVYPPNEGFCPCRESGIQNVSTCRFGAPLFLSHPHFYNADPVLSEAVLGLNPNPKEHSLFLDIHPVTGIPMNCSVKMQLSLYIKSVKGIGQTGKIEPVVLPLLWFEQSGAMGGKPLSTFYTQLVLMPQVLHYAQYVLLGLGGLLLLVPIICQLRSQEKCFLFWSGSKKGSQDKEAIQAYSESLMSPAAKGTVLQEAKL
NSD2 HMT inh: inhibitors of human histone methyltransferase NSD2; O96028; NSD2 peptide methylation, AlphaScreen, 120 min; inhibition, % at 12.5 µM; 310,000 tested, 0.54% active; AID 743445; in the data active = inhibition above about 50%
PKA-R1A activ: activators of PKA-R1A complex. P00514+P68181. PKA-R1A dissociation, Cy5-IP20 fluorescence polarization; scaled: DMSO 0%, 113 µM cGMP 100%. activation, % at 11.4 µM. 340,000 tested, 0.083% active;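 active = percent activation above the mean of all tested compounds plus 3 SD, cut at about 19% in these data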;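 note: higher means more PKAc released from R1A so a rise in polarization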
CDK5 inh: inhibitors of human CDK5/p35 kinase | 330,000 tested, 0.01% active | Recombinant CDK5/p35, ADP-Glo luminescence, 60 min | inhibition, % at 10 µM | Q00535+Q15078;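 active = highest replicate inhibition of at least 50% and at least 75% of replicates reaching 50%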;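 note: plate controls were DMSO neutral control for no effect and GW8510 at 10 µM for full effect; many of its hits are not listed in these tables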
dFosB activator: mouse delta FosB homodimer activation. purified delta FosB, TAMRA-CDK5 oligo fluorescence polarization; percent of positive-control signal above neutral wells. activation, % at 25 µM. 340,000 tested, 0.99% active;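 active = mean activation above about 17%, with every replicate also reaching it, limit read from the data, passing the limit was not always enough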;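 note: fluorescence polarization rise as delta FosB binds a TAMRA Cdk5 AP-1 oligo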
Target sequence (P13346 whole entry, looked up): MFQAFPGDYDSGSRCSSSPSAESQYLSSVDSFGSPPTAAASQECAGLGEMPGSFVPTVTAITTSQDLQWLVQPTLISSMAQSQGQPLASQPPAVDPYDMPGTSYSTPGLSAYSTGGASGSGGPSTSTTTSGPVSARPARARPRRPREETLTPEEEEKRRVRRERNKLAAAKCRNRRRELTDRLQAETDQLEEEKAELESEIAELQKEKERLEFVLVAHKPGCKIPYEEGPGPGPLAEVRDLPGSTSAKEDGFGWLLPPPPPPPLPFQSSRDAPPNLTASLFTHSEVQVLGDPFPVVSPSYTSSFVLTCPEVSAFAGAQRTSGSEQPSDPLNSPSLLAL
SUMO Mot1 rescue: SUMOylation pathway inhibition by Mot1-301 growth rescue | S. cerevisiae Mot1-301 growth rescue, ATP luminescence, 38.5C; percent above DMSO median, 100 means doubled | growth rescue, % at 18.8 µM | 320,000 tested, 1% active | AID 2716;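 active = every valid replicate shows activation above 250% relative to neutral control wells; inactive = the rest, any valid replicate at or below 250%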;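 note: OY570 slx delta 5 strain wells were the positive control but not used for scaling; some compounds called inactive have numbers as strong as hits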
SR-BI DiI-HDL act: SR-BI HDL lipid transfer activation; CHO ldlA[mSR-BI] cells, DiI-HDL uptake fluorescence, 3 h; 100 = double the neutral-control signal; activation, % at 12.5 µM; 320,000 tested, 0.096% active; AID 504775;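 active = mean replicate activation of at least 60% and every replicate at or above 60%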;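 note: 0% = median plate neutral-control signal and 100% = twice that signal; values of inactives mirror those of a sister screen read the other way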
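System: LDL receptor-deficient CHO ldlA cells overexpressing murine SR-BI | Timing: 3 h uptake period with compound, 37 °C | Medium: HEPES-buffered (25 mM, pH 7.4) F12 plus 0.5% BSA | Dosing: Single-point compound dose | Signal: Bottom-read fluorescence, 550/595 nm | Read-out: Retained DiI signal reflecting DiI-HDL uptake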
MITF TRPM1 HTS: activators of MITF-driven TRPM1 promoter activity in SK-MEL-5 cells | SK-MEL-5 TRPM1-promoter luciferase, 24 h; % of positive control, neutral wells = 0 | 300,000 tested, 0.75% active | activation, % at 12.5 µM;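 active = mean activation of at least 80% with every replicate also reaching 80%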;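 note: 0% = neutral control wells and 100% = parthenolide positive control wells; values of inactives mirror those of a sister screen read the other way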
PKA-R2B act: activators of human PKA-R2B complex; 340,000 tested, 0.079% active; PKA-R2B holoenzyme dissociation, Cy5-IP20 fluorescence polarization; R2B truncated from residue 108, S112A mutant; 0% DMSO only, 100% 113 µM cGMP; activation, % at 11.4 µM;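 active = activation above a cutoff set at the mean over all compounds plus 3 SD, cut at about 18% in these data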;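 note: higher means more holoenzyme dissociation and a rise in polarization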
Arrestin-AP2 inh: inhibitors of human beta-arrestin and AP2 interaction | FITC-arrestin peptide / GST-AP2 beads, flow cytometry; AP2 beta2 appendage carries R879A mutation | inhibition, % at 10 µM | 340,000 tested, 0.31% active | AID 504490;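 active = inhibition above a set limit, near 3 SD of compounds lacking own fluorescence, cut at about 54% in these data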;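 note: plate controls were DMSO wells for no effect and 5 µM unlabelled arrestin peptide for full effect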
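System: GST-AP2 R879A bound to glutathione beads, E. coli-expressed. Also added: 50 nM FITC-arrestin peptide. Schedule: compound with beads 12 min RT, then probe 1 h RT. Signal: bead flow cytometry, FITC channel. Read-out basis: percent response.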
* marks the source's active call; other numbers are inactive results; · = not tested or not shown. No enrichment for hits. About 4.7% of those tested had a hit in this group.

| SR-BI HDL uptake | MITF TRPM1 HTS | Arrestin-AP2 inh | PKA-R1A activ | NSD2 HMT inh | SUMO Mot1 rescue | CDK5 inh | DSG3 Ab inh | dFosB activator | SR-BI DiI-HDL act | PKA-R2B act | SMILES |
| --- | --- | --- | --- | --- | --- | --- | --- | --- | --- | --- | --- |
| -20 | 7 | 7 | -18 | · | 86 | 1.9 | 107 | 3 | 20 | 3 | Cc1ccc(S(=O)(=O)N2CCC(=O)N(CCOCc3ccccc3)CC2)cc1 |
| 10 | 23 | -2 | -5 | 136* | 31 | · | 96 | -12 | -10 | 7 | CCOc1ccc(NC(=S)Nc2ccc3nsnc3c2)cc1 |
| 11 | -5 | -1 | 4 | -2 | 108 | 0.8 | 112 | 2 | -11 | 2 | COC(=O)c1cc(=O)n2c(sc3ccccc32)c1C#N |
| -9 | 8 | -12 | -5 | 3 | 11 | -0.6 | 107 | -6 | 9 | 8 | O=C(CCN1C(=O)[C@@H]2Cc3ccccc3CN2C1=O)NCc1ccccc1 |
| 14 | -2 | -1 | -12 | -1 | -11 | -1.6 | 100 | -1 | -14 | 1 | CCOC(=O)c1c(C)[nH]c(C)c1C(=O)COC(=O)CNC(=O)C1CCCCC1 |
| 66 | 0 | 6 | -17 | -1 | -17 | 1.0 | 99 | 1 | -66 | -3 | O=C(Nc1cccc(Br)c1)c1ccc2snnc2c1 |
| -7 | -25 | 10 | 4 | · | -9 | 6.3 | 117 | -3 | 7 | 3 | C/C(=N\NC(=O)c1ccccc1O)c1cccs1 |
| -5 | 1 | -6 | -10 | 9 | 1 | 0.1 | 108 | 2 | 5 | -14 | CCN1CCN(c2ccc(S(=O)(=O)N3CCCCC3)cc2NC(=O)COc2ccccc2)CC1 |
| 16 | -1 | 19 | 7 | · | 610* | 0.2 | 100 | -2 | -16 | 6 | Cc1c(C)c2c(OCC(=O)N3CCC(C(N)=O)CC3)cc3c(c2oc1=O)CCC(C)(C)O3 |
| 12 | -2 | 2 | 5 | -1 | 5 | -4.0 | 104 | 2 | -12 | 0 | COc1ccc2c(c1)CCc1c(C(=O)Nc3cc(C)n(Cc4ccc(Cl)cc4)n3)noc1-2 |
| 12 | -12 | 33 | -6 | 0 | · | 1.7 | 101 | -16 | -12 | -4 | CS(=O)(=O)c1cccc(C(=O)Nc2ccc(S(=O)(=O)N3CCCCC3)cc2)c1 |
| -47 | 8 | 13 | -8 | 3 | 4 | 0.0 | 99 | -2 | 47 | 8 | COc1ccccc1Nc1nccc(N(C)C)c1C#N |
| 2 | -3 | 11 | -4 | · | -18 | -1.7 | 98 | -13 | -2 | -8 | CC(C)(C)[C@H]1COC(=O)[C@H](NC(=O)OCC2c3ccccc3-c3ccccc32)C/C=C\C[C@@H](CC(=O)N[C@@H](CO)Cc2ccccc2)C(=O)N1 |
| 16 | -11 | 4 | 7 | 2 | -10 | -2.8 | 104 | -9 | -16 | -14 | O=C(NC(=S)Nc1ccccc1N1CCCCC1)c1cccs1 |
| -16 | -5 | 25 | -7 | 3 | · | -1.9 | · | -5 | 16 | 4 | CCCCNC(=O)C1CCN(C/C(C)=C/c2ccccc2)CC1 |
| 38 | -1 | 5 | -8 | 0 | 2 | 2.8 | · | -3 | -38 | -1 | COc1ccc(-c2nnn(CC(=O)N(CC(=O)NC3CCCC3)Cc3cccs3)n2)cc1OC |
| 24 | 5 | -19 | · | -1 | 2 | -5.4 | 109 | 2 | -24 | · | Cc1nc2scc(-c3ccc(C(C)C)cc3)c2c(=O)n1N |
| -5 | 0 | 7 | -6 | 2 | -4 | 1.3 | 109 | 64* | 5 | -2 | Cc1cc(C)c(NC(=O)Cn2c(=O)n(Cc3ccco3)c(=O)c3ccccc32)c(C)c1 |
| -12 | -3 | -4 | 3 | -2 | 11 | -1.7 | 101 | 0 | 12 | 3 | CCCCn1c(N)c(N(Cc2ccccc2OC)C(=O)CN2C(=O)NC3(CCCC3)C2=O)c(=O)[nH]c1=O |
| -3 | 2 | 35 | 4 | -2 | -10 | -0.3 | 108 | 1 | 3 | 6 | COc1ccc(C(C)=O)cc1Cn1nnc(-c2ccccc2Br)n1 |
| -3 | · | -2 | 4 | -3 | -25 | 0.6 | 96 | 0 | 3 | 0 | COc1ccc(C(O)Cn2cc([N+](=O)[O-])nc2C)cc1 (configuration not stated) |
| · | 4 | 49 | 3 | 1 | 1 | 0.4 | 97 | -4 | · | -10 | O=C(Cn1ccc([N+](=O)[O-])n1)Nc1nc2ccccc2s1 |
| 7 | -3 | 4 | -8 | -1 | -3 | -12 | 109 | -5 | -7 | -6 | COc1cc(C(=O)N2c3ccccc3CC2C)cc(OC)c1OC (configuration not stated) |
| -5 | 7 | -10 | -3 | -5 | -15 | -0.7 | 100 | -9 | 5 | 3 | CN(C(=O)CSc1cn(CC(=O)N2CCOCC2)c2ccccc12)c1ccccc1 |
| -1 | -3 | 5 | -3 | · | · | -3.0 | 101 | -4 | 1 | -3 | CC[C@]12c3[nH]c4ccc(Cl)cc4c3CCN1C(=O)[C@@H](CC(=O)NCCCOC)C[C@@H]2C(=O)N1CCN(C(=O)C2CC2)CC1 |
| -10 | 58 | -5 | -3 | 0 | -22 | 1.0 | 106 | -6 | 10 | -8 | O=C(COc1ccccc1Br)c1ccc2c(c1)OCO2 |
| 0 | -7 | -3 | 4 | -1 | 3 | -1.8 | 104 | 3 | 0 | -4 | COc1ccccc1NC(=S)NC1CCCCC1 |
| -33 | 30 | 10 | 4 | 0 | 11 | -5.8 | 104 | -1 | 33 | -6 | Fc1cc(F)cc(NC(=S)N2CCC(c3ccccc3)C2)c1 (configuration not stated) |
| 25 | -10 | 8 | -7 | 1 | 8 | -0.5 | 98 | -6 | -25 | -1 | CC(=O)c1ccc(NC(=O)c2cc(Cl)nc3ccccc23)cc1 |
| 34 | 10 | -5 | -11 | · | -20 | -1.2 | · | -18 | -34 | -11 | C[C@H](CO)N1C[C@H](C)[C@@H](CN(C)S(=O)(=O)c2ccc(F)cc2)Oc2ccc(NC(=O)Nc3ccccc3)cc2C1=O |
| -3 | 5 | 17 | 9 | 0 | 381 | 0.3 | · | -9 | 3 | -3 | CCOC(=O)N1CCC(NCCNC(=O)c2ccco2)CC1 |
| 51 | -5 | · | 4 | 1 | 69 | 1.7 | 99 | -19 | -51 | 4 | Cc1c(NC(=O)COC(=O)c2cc(-c3ccc(-c4ccccc4)cc3)nc3ccccc23)c(=O)n(-c2ccccc2)n1C |
| 1 | -10 | -2 | 2 | 13 | 284 | 13 | 109 | 0 | 12 | -1 | Oc1[nH]c2ccccc2c1C1=NCCCC1 |
| 43 | 8 | 22 | -10 | 11 | -22 | 1.5 | 97 | -2 | -43 | -3 | CCOc1ccc(CCNC(=O)c2ccc(N3CCCC3=O)cc2)cc1OCC |
| · | 44 | 2 | -7 | · | 21 | -6.2 | 91 | 0 | · | 6 | CCOC(=O)c1csc(NC(=O)c2cc3ccccc3o2)n1 |
| -30 | -4 | 4 | -2 | 0 | 3 | -0.5 | 100 | 1 | 30 | -2 | Cn1ccnc1SCC(=O)NC12CC3CC(CC(C3)C1)C2 |
| -2 | -2 | -11 | -1 | · | -12 | -1.9 | 101 | 4 | 2 | -1 | Cc1nnc(SCC2=C(C(=O)O)N3C(=O)C(NC(=O)c4cc(F)c(F)cc4Cl)C3SC2)s1 (configuration not stated) |
| 19 | · | 0 | 3 | · | -4 | 1.6 | 101 | -9 | -19 | -13 | COc1ccc(-c2coc3cc(O)ccc3c2=O)cc1O |
| -29 | -7 | 4 | -4 | -1 | -11 | -1.8 | 101 | 1 | 29 | 7 | Cc1cc(=O)oc(C)c1C(=O)NCc1ccccn1 |
| 4 | 3 | 0 | 4 | -4 | 235 | -1.7 | 96 | -6 | -4 | -4 | O=[N+]([O-])c1ccc(Cl)cc1Sc1nc2ccccc2o1 |
| -6 | -8 | -3 | 5 | 2 | -5 | -6.2 | 110 | -16 | 6 | -6 | CN(Cc1cccnc1)Cc1c(C(=O)N2CCc3ccccc3C2)nc2ccc(Cl)cn12 |
| 28 | -7 | 34 | -3 | -1 | -8 | -0.5 | 102 | 6 | -28 | 2 | Cc1cc(C)n(-c2ccc(C(=O)OCC(=O)Nc3ccc(S(=O)(=O)N4CCCCC4)cc3)cc2)n1 |
| -15 | -3 | -25 | 3 | -4 | -7 | 0.2 | 105 | -7 | 15 | 10 | CC(C)(C)c1nn2cnnc2n(/N=C/c2ccccc2)c1=O |
| -17 | -6 | -4 | -16 | -4 | · | -0.6 | 106 | -3 | 17 | -13 | CCOC(=O)COc1ccccc1/C=N/O |

Five compounds already listed, sorted by molar mass, high to low:
| SR-BI HDL uptake | MITF TRPM1 HTS | Arrestin-AP2 inh | PKA-R1A activ | NSD2 HMT inh | SUMO Mot1 rescue | CDK5 inh | DSG3 Ab inh | dFosB activator | SR-BI DiI-HDL act | PKA-R2B act | SMILES |
| --- | --- | --- | --- | --- | --- | --- | --- | --- | --- | --- | --- |
| -2 | -2 | -11 | -1 | · | -12 | -1.9 | 101 | 4 | 2 | -1 | Cc1nnc(SCC2=C(C(=O)O)N3C(=O)C(NC(=O)c4cc(F)c(F)cc4Cl)C3SC2)s1 (configuration not stated) |
| -6 | -8 | -3 | 5 | 2 | -5 | -6.2 | 110 | -16 | 6 | -6 | CN(Cc1cccnc1)Cc1c(C(=O)N2CCc3ccccc3C2)nc2ccc(Cl)cn12 |
| -15 | -3 | -25 | 3 | -4 | -7 | 0.2 | 105 | -7 | 15 | 10 | CC(C)(C)c1nn2cnnc2n(/N=C/c2ccccc2)c1=O |
| 19 | · | 0 | 3 | · | -4 | 1.6 | 101 | -9 | -19 | -13 | COc1ccc(-c2coc3cc(O)ccc3c2=O)cc1O |
| -29 | -7 | 4 | -4 | -1 | -11 | -1.8 | 101 | 1 | 29 | 7 | Cc1cc(=O)oc(C)c1C(=O)NCc1ccccn1 |
